Bioassay records deposited in PubChem BioAssay by several laboratories.
KCNK3 inh: human KCNK3 channel inhibitors, primary screen, CHO cells, FluxOR thallium flux, B-score; Potassium channel subfamily K member 3 (Homo sapiens), O14649; FluxOR fluorescence; active compounds read low; B-score at 10 µM; 340,000 tested, 0.84% active; AID 602410, 2012;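 active = B-score under library mean minus 4 SD, starting fluorescence ratio at most library mean plus 5 SD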;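 also: more negative B-score means stronger inhibition of thallium flux through KCNK3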
Target sequence (O14649 whole entry, looked up): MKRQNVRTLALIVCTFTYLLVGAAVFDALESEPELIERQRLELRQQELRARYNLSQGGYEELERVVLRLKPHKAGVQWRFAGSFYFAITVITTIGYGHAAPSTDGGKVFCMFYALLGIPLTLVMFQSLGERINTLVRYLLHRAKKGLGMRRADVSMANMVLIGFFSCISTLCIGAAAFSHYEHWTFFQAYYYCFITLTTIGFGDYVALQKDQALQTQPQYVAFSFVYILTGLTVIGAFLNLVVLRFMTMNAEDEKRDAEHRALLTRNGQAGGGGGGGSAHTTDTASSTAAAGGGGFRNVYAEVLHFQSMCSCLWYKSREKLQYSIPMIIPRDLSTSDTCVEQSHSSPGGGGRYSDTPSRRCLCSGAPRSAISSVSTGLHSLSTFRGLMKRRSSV
ANO1 activ: TMEM16A chloride channel activators or potentiators, primary screen, cell-based, HTS; B-score at 10 µM; Anoctamin-1 (Mus musculus), Q8BHY3; HEK293 TMEM16A/YFP-H148Q/I152L, iodide quench fluorescence; active compounds read low; 340,000 tested, 0.3% active;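 active = fluorescence-ratio B-score plate-corrected deviation score at least 3 library SD below zero, with starting fluorescence score within 5 deviations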;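 also: channel opened by trigger with iodide after compound preincubation; score built on the fluorescence ratio of max minus min over baseline; more negative score means more quench and so TMEM16A activation or potentiation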
TRPC4 act: activators of mouse TRPC4 channel, primary screen, Fluo4 calcium, HEK293 TRPC4beta/mu-opioid cells | Short transient receptor potential channel 4 (Mus musculus), Q9QUQ5 | Fluo4 calcium fluorescence; active compounds read high | B-score at 10 µM | 310,000 tested, 0.49% active | AID 2237, 2010;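 active = B-score above 5 SD of library B-scores, and initial fluorescence ratio not above library mean plus 5 SD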;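 also: positive B-score marks a calcium rise read as TRPC4 activation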
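Technique: kinetic Fluo4 calcium fluorescence; Test system: TRPC4beta and mu-opioid receptor HEK293 stable cells; Measure: B-scored integrated calcium fluorescence ratio; Benchmarks: low control buffer alone, high control maximal DAMGO; Schedule: 45 min room-temperature Fluo4 loading, 110 s read.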
HDAC3 inhib: HDAC3 deacetylase inhibitors, primary screen, biochemical, fluorescence, cell-free homogeneous; inhibition, % at 8.3 µM; Histone deacetylase 3 (Homo sapiens), O15379; 320,000 tested, 0.15% active; recombinant HDAC3, fluorogenic peptide/trypsin coupled; in the data active = inhibition above about 26%, passing the limit was not always enough; inconclusive = no clear call, values can overlap the other calls
TRPC4 PAM: positive allosteric modulators of TRPC4, primary screen, cell-based, mouse TRPC4beta, HEK293 mu-opioid, Fluo-4 calcium; Short transient receptor potential channel 4 (Mus musculus), Q9QUQ5; B-score at 10 µM; 310,000 tested, 0.42% active; DAMGO EC20, Fluo-4 Ca2+ flux; active compounds read high;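 active = B-score of calcium response area above 5 SD of library B-scores, with initial fluorescence ratio within 5 SD of library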;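 also: B-score of integrated fluorescence ratio over time as area under calcium response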
KCNQ1 act: potentiators or activators of KCNQ1 channel, primary screen, cell-based, thallium flux, high-throughput; 310,000 tested, 0.35% active; Potassium voltage-gated channel subfamily KQT member 1 (Homo sapiens), P51787; B-score at 10 µM; AID 2648, 2010; CHO-K1 KCNQ1, thallium flux FluxOR fluorescence; active compounds read high;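 active = fluorescence ratio B-score, a plate-corrected score, at least three library SD, with initial intensity B-score within 5 SD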
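Assay system: CHO-K1 cells stably expressing KCNQ1. Medium: assay buffer for compound exposure, DMSO matched across wells. Timing: 37 °C overnight plating, 90-min dark dye load, 20-min compound pretreatment. Signal: kinetic FluxOR fluorescence, 10 s baseline plus 110 s post-stimulus.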
DYRK1A inh: rat Dyrk1A kinase inhibitors, primary screen, biochemical, single point, plate reader; Dual specificity tyrosine-phosphorylation-regulated kinase 1A (Rattus norvegicus), Q63470; ADP-Glo luminescence, NFATc1 peptide; inhibition, % at 12.5 µM; 310,000 tested, 0.43% active; in the data active = inhibition above about 50%;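 also: plate controls were vehicle with enzyme for no effect and no enzyme for full effect; many of its hits are not listed in these tables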
KCNQ1 inh: inhibitors of human KCNQ1 channel, primary screen, cell-based, thallium flux, high-throughput | Potassium voltage-gated channel subfamily KQT member 1 (Homo sapiens), P51787 | CHO-K1 KCNQ1, FluxOR thallium flux fluorescence; active compounds read high | B-score at 10 µM | 310,000 tested, 1.3% active;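 active = compounds whose thallium flux B-score, printed positive for inhibition, exceeds three library SD while starting fluorescence stays within three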;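 also: channel opened by potassium depolarization with thallium stimulus after 20 min compound exposure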
KCNK9 block: KCNK9 potassium channel inhibitors, primary screen, HEK293 cells, thallium flux; FluxOR thallium flux fluorescence; active compounds read low; B-score at 10 µM; 310,000 tested, 1.2% active; AID 488922, 2010;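 active = ratio B-score over 3 SD below the library mean, with starting fluorescence within 5 SD of its mean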;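 also: negative B-score means less thallium flux so channel inhibition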
Target sequence (Q9NPC2 whole entry, looked up): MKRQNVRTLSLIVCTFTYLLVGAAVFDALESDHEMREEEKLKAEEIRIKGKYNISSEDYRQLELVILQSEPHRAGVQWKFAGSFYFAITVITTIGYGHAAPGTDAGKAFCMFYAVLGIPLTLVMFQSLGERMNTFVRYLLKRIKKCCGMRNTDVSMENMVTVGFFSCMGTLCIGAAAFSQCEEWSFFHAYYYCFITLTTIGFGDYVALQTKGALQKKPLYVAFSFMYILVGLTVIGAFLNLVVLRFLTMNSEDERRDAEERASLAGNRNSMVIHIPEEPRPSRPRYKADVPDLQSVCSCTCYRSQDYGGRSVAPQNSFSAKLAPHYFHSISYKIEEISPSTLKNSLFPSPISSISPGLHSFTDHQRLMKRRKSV
TMEM16A inh: TMEM16A chloride channel inhibitors, primary screen, cell-based, HTS; normalized B-score (activity score, 25-100; higher = stronger inhibition) at 10 µM; HEK293 TMEM16A/YFP iodide influx fluorescence, ionomycin; Anoctamin-1 (Mus musculus), Q8BHY3; 310,000 tested, 1.2% active; AID 588511, 2011;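 active = ratio plate-corrected score three or more library SD toward inhibition, starting fluorescence score within five deviations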;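 also: score derived from kinetic fluorescence span divided by baseline fluorescence per well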
hERG rescue: hERG rescue from dofetilide block, primary screen, cell-based, CHO-hERG, FluxOR thallium flux, dofetilide IC70; Voltage-gated inwardly rectifying potassium channel KCNH2 (Homo sapiens), Q12809; dofetilide IC70 present; activation (rescue from dofetilide block), less the hit threshold, % at 10 µM; 310,000 tested, 0.51% active; AID 1511, 2009;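 active = activation above the mean of controls blocked by dofetilide plus 5 SD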;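 also: thallium influx through hERG after potassium depolarization seen as dye fluorescence rise; in these data hits start at about 4.7%; inactives centre near -7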
The depositor's hits bear a star; i = inactive; ? = inconclusive; . = not tested or not shown. Some of the compounds tested; rates above refer to the full screens.

SMILES	KCNK3 inh	ANO1 activ	TRPC4 act	HDAC3 inhib	TRPC4 PAM	KCNQ1 act	DYRK1A inh	KCNQ1 inh	KCNK9 block	TMEM16A inh	hERG rescue
Cc1ccc(CCNS(=O)(=O)c2ccc3c(c2)NC(=O)CCS3)cc1	i	i	i	-1.7	i	i	-3.2	i	i	i	-6.7
CC(C)(C)c1ccc(C(=O)NCC(=O)OCC(=O)N2CCN(S(=O)(=O)c3ccc(Cl)cc3)CC2)cc1	i	i	i	9.8	i	i	.	i	i	i	-15.9
COc1ccccc1N(CC(O)Cn1ccnc1C)S(=O)(=O)c1ccccc1 (stereo not given)	i	i	i	7.1	i	i	0.3	i	i	i	-3.9
O=C(NCC1CCCO1)NC12CC3CC(CC(C3)C1)C2 (stereo not given)	i	i	i	-3.2	i	i	-1.2	i	i	i	-0.5
O=C1N=c2ccccc2=C1c1[nH]c(=S)[nH]c1O	i	i	i	1.4	i	i	-1.9	i	i	i	-4.8
NC(CCC(=O)O)C12CC3CC(CC(C3)C1)C2 (stereo not given)	i	i	i	.	i	i	-2.8	i	i	i	-9.0
Cc1cccc(NC(=O)CCCC(=O)OC(C)C(=O)c2ccccc2)c1 (stereo not given)	i	i	i	4.0	i	i	-6.9	i	i	i	-4.9
Cc1ccc(Cl)cc1NC(=O)Cn1cc(C(F)(F)F)cc(Cl)c1=O	i	i	i	3.3	i	i	-0.8	i	i	i	-8.3
COc1ccc(Nc2nc(C)nc3c2nnn3Cc2ccccc2Cl)c(OC)c1	i	i	i	-0.5	i	i	12.1	i	i	i	-7.6
CCN1CCN(C2CCCCC2NS(=O)(=O)c2ccc(Cl)cc2)CC1 (stereo not given)	i	i	i	3.3	i	i	-5.1	i	i	i	-11.2
CC(C)Oc1cccc(NC(=O)c2cnccc2C(F)(F)F)c1	i	i	i	-0.7	i	i	0.0	i	i	i	-7.5
Cc1c(OC(C(=O)O)c2ccccc2)ccc2c1oc(=O)c1ccccc12 (stereo not given)	i	i	i	-23.6	i	i	3.8	i	i	i	-6.4
Cc1ccc(NC(=O)c2ccc(-n3cccn3)c([N+](=O)[O-])c2)cc1	i	i	i	-3.6	i	i	0.8	i	i	i	-12.6
Cc1cc(C(=O)N2CCCC(N3CCN(c4cccc(Cl)c4)CC3)C2)n(C)n1 (stereo not given)	i	i	i	-7.0	i	i	-12.2	i	i	i	-1.5
Cc1cc(C)cc(N2CC(C)Cn3c2nc2c3c(=O)[nH]c(=O)n2C)c1 (stereo not given)	i	i	i	4.1	i	i	0.8	i	i	i	-9.2
Cc1csc(NC(=O)C(Cc2ccccc2)n2cccc2)n1 (stereo not given)	i	i	i	-14.9	i	i	-3.2	13*	i	i	-18.0
COc1cccc(C(=O)Nc2cccc(C(=O)N3CCOCC3)c2)c1	i	i	i	5.6	i	i	-0.5	i	i	i	-1.2
CC(Sc1nnnn1-c1ccc(O)cc1)c1nc2ccccc2c(=O)[nH]1 (stereo not given)	i	i	i	-1.0	i	i	-1.2	i	i	i	-17.3
O=C(Cn1nnc(-c2ccccc2)n1)N/N=C/c1cc([N+](=O)[O-])ccc1O	i	i	i	0.3	i	i	-13.3	i	i	i	-10.8
COc1cccc(C(=O)Nc2cc(Cl)c(O)c(Cl)c2)c1	i	i	i	1.1	i	i	-2.0	i	i	i	-4.6
COc1ccc(NC(=O)n2nc(OC(=O)c3cccs3)cc2N)cc1	i	i	i	?	i	i	6.6	i	i	i	-6.5
Cc1ccc(S(=O)(=O)N2CCCC2C(=O)Nc2ccc(O)cc2)cc1 (stereo not given)	i	i	i	1.0	i	i	5.2	i	i	i	-3.5
Cc1ccc(-n2ncc(C(=O)Nc3cc(Cl)cc(Cl)c3)c2C2CCNCC2)cc1C	i	i	i	.	i	17*	3.6	i	i	.	-25.4
CCOC(=O)CSc1ccc2nnc(-c3cccnc3)n2n1	i	i	i	1.4	i	i	1.3	i	i	i	-15.0
S=c1nc(C23CC4CC(CC(C4)C2)C3)nc2sccn12	.	.	i	5.1	i	i	.	i	i	i	-6.3

(listing goes on)
SMILES	KCNK3 inh	ANO1 activ	TRPC4 act	HDAC3 inhib	TRPC4 PAM	KCNQ1 act	DYRK1A inh	KCNQ1 inh	KCNK9 block	TMEM16A inh	hERG rescue
CCn1cc(C2C3=C(CC(C)(C)CC3=O)N(c3ccccc3)C3=C2C(=O)CC(C)(C)C3)c(C)n1	i	i	i	2.9	i	i	2.2	i	i	i	-8.5
Cc1cccc(N=N/C(=C\O)C(=O)c2ccc(Br)cc2)c1	i	i	i	4.6	i	i	-3.8	i	i	i	-3.2
CC(C)(C)c1ccc(-c2noc(CCC(N)=O)n2)cc1	i	i	i	5.2	i	i	1.9	i	i	i	-10.5
Cc1cc(NC(=O)C2CCCC2)nc2c1c(=O)oc1ccccc12	i	i	i	6.3	i	i	16.2	i	i	i	-14.8
COc1ccc(NC(=O)/C(C#N)=C/c2c(C)nn(-c3ccc(F)cc3)c2Cl)cc1OC	i	i	i	1.9	i	i	2.4	i	i	i	-10.9
O=C(Nc1ccccc1)Oc1cccc(Br)c1	i	i	i	1.3	i	i	3.0	i	i	i	-11.4
CSCCC(NS(=O)(=O)c1cccc(C(F)(F)F)c1)C(=O)Nc1ccccc1N1CCCC1 (stereo not given)	i	i	i	13.0	i	i	0.2	i	i	i	-8.4
CCn1c(C(=O)NCc2ccccn2)cc2sccc21	i	i	i	4.4	i	i	1.0	i	i	i	-8.7
COc1ccc(-c2nnn(CC(=O)N(CCO)C(C(=O)NC3CCCC3)c3ccncc3)n2)cc1 (stereo not given)	i	i	i	-8.9	i	i	2.5	i	i	i	-3.6
COc1ccc(-n2nc(C(=O)NCC(=O)Nc3cc(OC)c(OC)c(OC)c3)c3ccccc3c2=O)cc1	i	i	i	7.7	i	i	-4.5	i	i	i	-7.2
COc1ccc(CNC(=O)Cn2nc([N+](=O)[O-])c(Br)c2C)cc1OC	i	i	i	12.6	i	i	-1.4	i	i	i	-1.5
CCN(C(=S)NC(=O)CCc1ccccc1)c1ccccc1	i	i	i	14.7	i	i	-0.3	i	i	i	-5.8
O=S(=O)(c1ccc(S(=O)(=O)N2CCC(O)CC2)cc1)N1CCCC1	i	i	i	3.4	i	i	-1.1	i	i	i	-6.2
CCOC(=O)c1c(N=CN(C)C)c(C#N)c2n1CCCC2	i	i	i	4.5	i	i	47.2	i	i	i	-4.3
CCOC(=O)c1cccc(NC(=O)CCS(=O)(=O)c2ccc(Br)s2)c1	i	i	i	7.8	i	i	-10.3	i	i	i	-7.2
CC(C(=O)O)c1n[nH]c(=O)c2ccccc12 (stereo not given)	i	i	i	-1.9	i	i	0.4	i	i	i	-4.4
Cc1cc(C)c(S(=O)(=O)N2CCCC2)c(C)c1	i	i	i	-2.0	i	i	-1.3	i	i	i	-3.7
O=C(O)/C=C/C(=O)N1CCN(c2cccc(Cl)c2)CC1	i	i	i	-2.1	i	i	-3.0	i	i	i	-17.9
COC(=O)c1oc(-c2ccccc2)nc1C	i	i	i	-4.6	i	i	.	i	i	i	-5.4
CCc1ccc(NC(=S)N(CCN2CCCCC2)Cc2ccco2)cc1	i	i	i	2.8	i	i	2.3	i	-8.83*	i	-11.9
COc1cccc(NC(=O)c2ccccc2N2C(=O)C3C4C=CC(C5CC45)C3C2=O)c1 (stereo not given)	i	i	i	-2.8	i	i	7.3	i	i	i	-9.8
O=C(c1ccccc1)[C@@H]1[C@@H](C(=O)c2ccc(F)cc2)[C@@]2(C(=O)Nc3ccccc32)[C@H]2c3ccccc3C=CN12	i	i	i	3.1	i	i	7.3	i	i	i	-5.6
Cc1nn(CCCC(=O)NC(C)c2ccccc2)c(=O)c2nn(-c3ccccc3)c(C)c12 (stereo not given)	i	i	i	-7.0	i	i	-0.5	i	i	i	-7.1
O=C(O)/C=C/C(=O)Nc1ccc2nccnc2c1	i	i	i	-11.1	i	i	4.0	i	i	25*	-7.1
O=C(c1ccc([N+](=O)[O-])cc1)N(Cc1ccc(Cl)cc1)N1C(=O)CCCC1=O	i	i	47*	2.3	i	i	8.8	i	i	i	-1.3

Further results.
SMILES	KCNK3 inh	ANO1 activ	TRPC4 act	HDAC3 inhib	TRPC4 PAM	KCNQ1 act	DYRK1A inh	KCNQ1 inh	KCNK9 block	TMEM16A inh	hERG rescue
COc1ccc(CN(C(=S)Nc2ccccc2)C2CC(=O)N(c3ccc(F)cc3)C2=O)cc1 (stereo not given)	i	i	i	-1.4	i	i	-4.0	i	i	i	-12.7
COc1ccc(NC(=O)c2ccc(Cl)nc2)cc1S(=O)(=O)N1CCCCC1	i	i	i	4.0	i	i	2.8	i	i	i	-7.5
O=C(Nc1ccccc1)Nc1nc(-c2ccc(F)c(F)c2)cs1	i	i	i	-7.9	i	i	2.8	6*	i	i	-6.1
COc1ccc2c(c1)C(NC(C)=O)C(=O)N2C (stereo not given)	i	i	i	-3.0	i	i	9.6	i	i	i	-5.7
CC1CCN(S(=O)(=O)c2ccc(C(=O)Nc3nnc(-c4ccccn4)o3)cc2)CC1	i	i	i	.	i	i	-3.2	i	i	i	-13.0
COc1ccc2c(c1)C1=C(CC2)C(c2ccc(C)cc2)NC(=S)N1 (stereo not given)	i	i	i	2.1	i	i	30.3	i	i	i	-13.2
COc1cc(C2C(C#N)=C(N)N(c3cccnc3)C3=C2C(=O)CCC3)ccc1O (stereo not given)	i	i	i	-3.7	i	i	1.2	i	i	i	-9.1
COC(CNC(=O)c1ccc2c(=O)n(Cc3ccc(Cl)cc3)c(=S)[nH]c2c1)OC	i	i	i	-3.9	i	i	3.2	i	i	i	-1.8
COc1cc(NC(=O)CSc2nccc(=O)[nH]2)c(C)cc1[N+](=O)[O-]	i	i	i	-6.5	i	i	2.2	i	i	i	1.5
